SMN2 splice enh – increases expression of the SMN2 splice variant | HEK293 SMN2-luciferase splicing reporter, luminescence, 30-36 h | Potency, µM (series often up to 46.1 µM), for the others: at the top dose activity change, positive = activation, hits mostly activators | 210,000 compounds, 2.8% hits | AID 1458; active means well fitted activation curve with a large enough effect; inconclusive means small, poorly fitted or top-dose-only effect; inactive means no such curve, though single readings can be large or run the other way; further: % of control where 0% means no effect; nearly all actives have a fitted effect of over 55% in size
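HEK293 cells carry an SMN2 […]–luciferase reporter in which exon 7 inclusion puts luciferase in frame. Cells were plated 10-12 h before compound addition, then incubated 30-36 h at 37C. ONE-Glo luminescence was read; sodium butyrate at 4.5 mM final served as control.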
Active calls of the source: *; u = inconclusive; [ ] = remark or other dose. Potency means the concentration at half of the fitted maximal effect.

SMILES | SMN2 splice enh
Cc1ccc(S(=O)(=O)c2cn(CC(=O)Nc3ccccc3)c3cc4c(cc3c2=O)OCO4)cc1 | -1.9%
COCCNC(=O)c1ccc2c(c1)N(Cc1c(F)cccc1Cl)C(=O)c1ccccc1S2 | -10.9%
CCn1c(SCC(=O)Nc2cc(C)ccc2F)nnc1-c1ccccc1O | -20.6%
COc1ccc(-c2[nH]ncc2C(=O)NCc2cccc(OC)c2)cc1 | -8.5%
Cc1c(-c2nsc(NC(=O)c3ccccc3)n2)nnn1-c1ccc(C(F)(F)F)c(Cl)c1 | 4.4%
Cc1ccc(NC(=O)Nc2cc3c(cc2N2CCCCC2)n(C)c(=O)n3C)cc1Cl | -3.1%
CCCCN(Cc1ccccc1)C(=O)CN(C)S(=O)(=O)c1ccc2c(c1)c(=O)n(C)c(=O)n2C | 12.5%
CCN(CC)S(=O)(=O)c1ccc(C(=O)NCCSc2c(-c3ccccc3)[nH]c3ccccc23)cc1 | -49.4%[inhibitor]
Cc1c(NC(=O)Nc2ccc(Cl)c(C(F)(F)F)c2)c(=O)n(-c2ccccc2)n1C | -8.9%
Cc1cc(NC(=O)c2ccccc2Cl)ccc1NC(=O)c1ccccc1 | -3.1%
COc1cccc2cc(C(=O)NCCc3c(C)[nH]c4ccc(Br)cc34)c(=O)oc12 | 1.7%
Cc1c(Cl)cccc1N1CCn2c1nc1c2c(=O)n(CC(=O)O)c(=O)n1C | 3.3%
COc1cc2c(-c3cccc(Cl)c3)nc3c(c(C)nn3-c3ccccc3)c2cc1OC | -0.5%
Cc1ccc(OCCCCn2nnc3sc4c(c3c2=O)CCCC4)cc1 | 2.0%
CCOc1ccc(-c2cc3nc(C4CCN(C(=O)OC(C)(C)C)CC4)c(C(=O)Nc4ccc(C)cc4C)cn3n2)cc1 | -11.4%
CCOc1ccc(-c2cc3c(=O)n(Cc4nc(-c5cccc(OC)c5OC)oc4C)ccn3n2)cc1Cl | -0.2%
CCOc1ccc(CNC(=O)c2cccc(Nc3nc4ccccc4n4nnnc34)c2)cc1OC | -3.8%
CCOc1ccccc1N(C)C(=O)Cn1cnc2sc(C)c(S(=O)(=O)N3CCC(C)CC3)c2c1=O | 6.2%
Cc1nc2nc(NCc3cccc(Br)c3)[nH]n2c(=O)c1Cc1ccccc1 | 0.4%
O=S(=O)(Nc1nc2ccccc2nc1Nc1ccccc1Br)c1ccccc1 | -8.6%
CCOCCCn1c(=N)c(C(=O)NCC2CCCO2)cc2c(=O)n3cccc(C)c3nc21 (stereo unspecified) | -12.2%
COc1ccc(NC(=O)CN(C)S(=O)(=O)c2cnc[nH]2)cc1 | -1.5%
COc1ccc(-c2nc(-c3ccccc3)c(-c3ccccc3)[nH]2)cc1Br | -11.5%
CCCn1c(CCC(=O)Nc2ccccc2OC)nc2cccnc21 | 5.4%
CCc1ccc(NC(=O)CCS(=O)(=O)c2ccc3c(c2)n(C)c(=O)c(=O)n3C)cc1 | 2.4%
Cc1cccc(C)c1NC(=O)CS(=O)(=O)c1nc(-c2ccc(Cl)cc2)cn1-c1ccccc1 | u
COc1ccc(NC(=O)c2c(C)oc3ccc(O)c(CN4CCCC(C)C4)c23)cc1Cl (stereo unspecified) | -7.3%
COc1ccc(CCNc2nc3c(-c4cccc(F)c4)nnn3c3ccccc23)cc1OC | -4.5%
CCN(CC)CCNC(=O)c1cn(CCOC)c(=O)c2c1c1ccccc1n2C | -9.8%
CSc1oc(-c2ccc(F)cc2)nc1S(=O)(=O)c1ccc(Br)cc1 | 14.8%

Molecules listed so far that contain an aryl thioether with sulfur outside any ring (three):
SMILES | SMN2 splice enh
CCn1c(SCC(=O)Nc2cc(C)ccc2F)nnc1-c1ccccc1O | -20.6%
CCN(CC)S(=O)(=O)c1ccc(C(=O)NCCSc2c(-c3ccccc3)[nH]c3ccccc23)cc1 | -49.4%[inhibitor]
CSc1oc(-c2ccc(F)cc2)nc1S(=O)(=O)c1ccc(Br)cc1 | 14.8%

Later entries
SMILES | SMN2 splice enh
CCOC(=O)c1cc2c(=O)n3ccccc3nc2n(CC2CCCO2)c1=NC(=O)c1cc(C)cc(C)c1 (stereo unspecified) | u
O=C(C1CC1)N1CCc2cc(Br)cc(S(=O)(=O)Nc3ccc(F)c(F)c3)c21 | -34.8%[inhibitor]
O=S(=O)(c1ccc(-n2cnnn2)cc1)N1CCN(c2ccccc2F)CC1 | -15.7%
CN(C)c1ccc(NC(=O)CSc2nc(-c3ccco3)cc(C(F)(F)F)n2)cc1 | -14.8%
CCOc1ccccc1NC(=O)COC(=O)c1cn(CC)c2nc(C)ccc2c1=O | 7.8%
COc1cccc(NC(=O)CSc2cc(=O)n(C)c3ccc(Cl)cc23)c1 | -4.5%
COc1cc(OC)c(NC(=O)c2cc3c(=O)oc4ccc(C)cc4c3s2)cc1Cl | -7.9%
CCOC(=O)C1CCN(CC(=O)Nc2cc(C)c3c(=O)oc4ccccc4c3n2)CC1 | -5.1%
COc1ccc2[nH]c(=O)c(CN(C(=O)c3cccc(Cl)c3)c3cccc(C)c3)cc2c1 | -8.1%
COc1ccc(S(=O)(=O)N2CCCN(CC(=O)Nc3ccc(NC(C)=O)cc3)CC2)cc1 | -0.7%
Cc1ccc(C)n1-c1nnc(N2CCC(C(=O)NCc3ccccc3Cl)CC2)s1 | 13.1%
COc1cc(NC(=O)CCCOc2cc(=O)n(C)c3ccccc23)cc(OC)c1OC | 26.5%
Cc1ccc(-c2nc3c(c(SCC(=O)N4CCCCC4)n2)Cc2cc(C)ccc2O3)cc1 | 0.4%
O=C1COc2ccc(-c3cc(-c4ccccc4)c4c(n3)-c3ccccc3OC4)cc2N1 | -0.3%
Cc1ccc(C)c(NC(=O)N2CCN(C)c3ncccc32)c1 | -4.5%
COC(=O)c1c(NC(=O)C2c3ccccc3Oc3ccccc32)sc2c1CCC(C(C)(C)C)C2 (stereo unspecified) | -2.1%
COc1ccc(-c2cc(-c3ccc(F)cc3)nc3c2COc2ccc(F)cc2-3)cc1 | 6.1%
CCOC(=O)c1cnc2c(ccc3ccccc32)c1Nc1ccc(N(C)C)cc1 | -3.0%
CCOc1ccc(C(=O)Nc2cccc(NC(=O)c3ccco3)c2)cc1Cl | -1.2%
O=C(Cc1ccc(Cl)cc1)Nc1ccc2oc(-c3ccc(F)cc3)nc2c1 | -6.4%

Reformatted tab-delimited: part of the list above
Compound	SMN2 splice enh
COC(=O)c1c(NC(=O)C2c3ccccc3Oc3ccccc32)sc2c1CCC(C(C)(C)C)C2 (stereo unspecified)	-2.1%
COc1ccc(-c2cc(-c3ccc(F)cc3)nc3c2COc2ccc(F)cc2-3)cc1	6.1%
CCOC(=O)c1cnc2c(ccc3ccccc32)c1Nc1ccc(N(C)C)cc1	-3.0%
CCOc1ccc(C(=O)Nc2cccc(NC(=O)c3ccco3)c2)cc1Cl	-1.2%
O=C(Cc1ccc(Cl)cc1)Nc1ccc2oc(-c3ccc(F)cc3)nc2c1	-6.4%

(next part)
SMILES | SMN2 splice enh
COC(=O)c1ccc(-c2nc(-c3ccc(OC)c(OC)c3)no2)cc1 | 16.8%
Cc1oc(C)c2c(=O)cc(-c3ccc4c(c3)OCO4)cc(OC(=O)c3cccc(Cl)c3)c12 | -7.1%
CCn1cc(C(=O)N2CCN(c3ccccc3OC)CC2)c(=O)c2cc(S(=O)(=O)N3CCCCC3)ccc21 | 6.3%
COc1ccc(S(=O)(=O)c2cn(Cc3ccccc3)c3cc(F)c(F)cc3c2=O)cc1 | 12.9%
COc1ccccc1NC(=O)C1=C(C)Nc2nc(SCc3ccccc3Cl)nn2C1c1ccncc1 (stereo unspecified) | 1.8%
CCOc1cccc(C2c3c(oc4ccc(F)cc4c3=O)C(=O)N2c2cc(C)ccn2)c1 (stereo unspecified) | u
COc1cccc2c1cc1c(=O)n(CC(=O)NCc3ccc(N(C)C)cc3)nc(C)n12 | 20.7%
CCCCN(CCCNC(=O)c1cc(Nc2cccc(SC)c2)nc2ccccc12)Cc1ccccc1 | -25.1%
COc1cccc(NC(=O)CSc2nc3c(oc4ccccc43)c(=O)n2Cc2ccco2)c1 | 0.8%
CCCN1C(=O)c2oc3cc(C)cc(C)c3c(=O)c2C1c1ccc(F)cc1 (stereo unspecified) | 3.1%
CCOc1cc(C(=O)N2CCn3c4c(c5cc(C)ccc53)CCCC42)cc(OCC)c1OCC (stereo unspecified) | u
COc1ccc(CCNC(=O)c2c(O)nc3cc(C)ccn3c2=O)cc1OC | 0.9%
CCOc1ccc(S(=O)(=O)NCCc2c(C)[nH]c3c(Cl)cccc23)cc1C | -11.3%
Cc1ccc(C)n1-c1nnc(N2CCCC(C(=O)NCc3cccc(F)c3)C2)s1 (stereo unspecified) | 5.3%
Cc1ccc(CCNC(=O)c2cc3sccc3n2Cc2ccc(C)cc2)cc1 | -4.8%
O=C(Cn1nc(Cc2cccnc2)c2ccccc2c1=O)N1CCN(c2ccccc2F)CC1 | -16.1%
Cc1ccc(CNC(=O)c2nc(SCc3cccc(C)c3)ncc2Cl)cc1 | -8.0%
Cc1cc(C)c(Cn2c3ccccc3c3cnn(CC(=O)NCCc4ccccc4)c(=O)c32)c(C)c1 | 1.2%
O=C(Nc1cccc(C(F)(F)F)c1)C1CCN(S(=O)(=O)c2cccc3nsnc23)CC1 | -36.8%[inhibitor]
COc1ccc(OCC(=O)N2CCN(C(=O)c3cccc(OC)c3)CC2)cc1 | -14.5%

Looked up one by one from the entries so far (2):
SMILES | SMN2 splice enh
O=C(Nc1cccc(C(F)(F)F)c1)C1CCN(S(=O)(=O)c2cccc3nsnc23)CC1 | -36.8%[inhibitor]
Cc1ccc(CNC(=O)c2nc(SCc3cccc(C)c3)ncc2Cl)cc1 | -8.0%

Next compounds
SMILES | SMN2 splice enh
CCOC(=O)c1cnc2ccc(C(=O)OC)cc2c1Nc1ccc(N2CCOCC2)cc1 | 3.7%
CCc1ccccc1-n1c2c(cc(-c3nc(-c4ccc(Cl)cc4)cs3)c1=O)C(=O)CC(C)(C)C2 | 0.6%
COc1ccc(CCNc2nc3ccc(Cl)cc3n3cnnc23)cc1OC | -0.6%
CCOc1ccc(CCNC(=O)c2oc(=O)c3ccccc3c2-c2ccc(C)cc2)cc1OCC | -12.0%
Cc1cc(NC(=O)C2CCCN(S(=O)(=O)c3cccc4nsnc34)C2)ccc1Br (stereo unspecified) | -8.5%
CC(C)(C)C1CCc2c(sc(NC(=O)c3noc4c3CCCC4)c2C#N)C1 (stereo unspecified) | 5.2%
Cc1c(NC(=O)c2cc(-c3cccc(O)c3)on2)c(=O)n(-c2ccccc2)n1C | 2.4%
Cc1ccc(C)c(-c2ccc(=O)n(C(C)C(=O)Nc3ccccc3C(F)(F)F)n2)c1 (stereo unspecified) | -3.9%
CCc1ccc(C(=O)c2cn(CC(=O)Nc3ccc(F)cc3)c3ccc(F)cc3c2=O)cc1 | -6.8%
Cc1ccc(C)n1-c1nnc(N2CCCC(C(=O)NCc3ccc(Cl)cc3)C2)s1 (stereo unspecified) | 9.1%
COc1cccc(Oc2nc3c(c(=O)n(Cc4ccccc4Cl)c(=O)n3C)n2C)c1 | -4.2%
CCOC(=O)c1[nH]c2c(c1Cc1ccccc1C)C(=O)CC(c1ccccc1)C2 (stereo unspecified) | 8.0%
CCSc1ncc(Cl)c(C(=O)Nc2ccc(S(=O)(=O)N(C)c3ccccc3)cc2)n1 | -32.6%[inhibitor]
Cc1cc(C)cc(NC(=O)c2ccc3oc(=O)c(S(=O)(=O)c4ccc(F)cc4)cc3c2)c1 | 5.3%
CCn1cc(C(=O)OCC(=O)Nc2cc(Cl)ccc2OC)c(=O)c2ccc(C)nc21 | -2.6%
CC1=C(C(=O)Nc2ccccc2)C(c2cccc(O)c2)n2nc(-c3ccccc3Cl)nc2N1 (stereo unspecified) | 16.2%
CCOC(=O)c1nc(Nc2ccc(OC)cc2)c2ccccc2n1 | 17.2%
Cc1ccc(-c2noc(CNC(=O)c3ccc(C)c(Cl)c3)n2)cc1 | 0.7%
Cc1ccc(CN(Cc2ccco2)C(=O)COc2cccc(C)c2C)o1 | -20.8%
Cc1cc(C)n(-c2nc3ccccc3nc2Nc2cc(Cl)ccc2C)n1 | 14.5%
CCOC(=O)N1CCC(NC(=O)c2ccc3c(c2)N(Cc2ccc(Cl)cc2)C(=O)c2ccccc2S3(=O)=O)CC1 | 9.5%
CCCNC(=O)C(CC)n1nc(CC)n2c(cc3oc(C)cc32)c1=O (stereo unspecified) | -16.5%
COc1ccc(-c2nc3ccccc3o2)cc1NC(=O)C(C)(C)Oc1ccc(Br)cc1 | -5.8%
Cc1ccc2oc(C(=O)Nc3ccc(S(=O)(=O)Nc4nc(C)cc(C)n4)cc3)cc(=O)c2c1 | 4.3%
O=C(Nc1cccc(Cl)c1)c1cc(-c2ccc3c(c2)OCO3)on1 | u
COc1ccc(C2=C(N3CCN(c4cccc(C)c4)C(C)C3)c3ccccc3C2=O)cc1 (stereo unspecified) | 1.5%
O=C(CCS(=O)(=O)c1nc(-c2cccs2)cc(C(F)(F)F)n1)Nc1cccc(O)c1 | 3.6%
Cc1cccc(C)c1OCc1cc(=O)n2ccsc2n1 | -9.6%
CCOc1cccc(C2Oc3nc(SC)nnc3-c3ccccc3N2C(C)=O)c1OC (stereo unspecified) | -13.4%
COc1cc2c(cc1OC)C(COc1ccc3c(C)cc(=O)oc3c1)N(C(=O)c1cccc(C)c1)CC2 (stereo unspecified) | 9.3%
O=C(Nc1ccc(OCc2cc(=O)n3ccsc3n2)cc1)c1ccc(F)cc1 | 1.4%
O=C1CN(C(=O)Cc2ccc(F)cc2)C(c2ccccc2)c2cc(Br)ccc2N1 (stereo unspecified) | -11.8%
CC1CCN(c2nc3ccc(C(=O)NCCc4ccc(S(N)(=O)=O)cc4)cc3s2)CC1 | -0.5%
Cc1cc(NC(=O)c2ccco2)cc(-c2nc3ccccc3o2)c1O | -2.1%
Fc1ccc(-c2cn3cc(Cc4ccccc4Cl)sc3n2)cc1 | 2.24µM*
CCN(C(=O)c1cc2cc3ccc(OC)cc3nc2o1)c1cccc(C)c1 | -4.3%
Nc1ccc2nc(-c3ccc(O)cc3)sc2c1 | 1.41µM*
c1ccc(-c2cc3ncc4c(n3n2)-c2ccccc2OC4)cc1 | u

Assay outcomes: PubChem BioAssay, National Center for Advancing Translational Sciences (NCATS)

A portion of the library; the hit share may differ from the screen's.
